High-throughput results: PubChem, National Center for Advancing Translational Sciences (NCATS)
D2 agonist – D2 dopamine receptor (human) agonism | P14416 | HEK293 T-REx D2 cells, calcium flux agonist mode | activation, % at 2 µM | 0.53% of 340,000 active | AID 485358;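 active = activation over 3 SD above normal in the single-dose calcium agonist read, cut at about 30% in these data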; also: 0% is about no effect
Target sequence (P14416 whole entry, looked up): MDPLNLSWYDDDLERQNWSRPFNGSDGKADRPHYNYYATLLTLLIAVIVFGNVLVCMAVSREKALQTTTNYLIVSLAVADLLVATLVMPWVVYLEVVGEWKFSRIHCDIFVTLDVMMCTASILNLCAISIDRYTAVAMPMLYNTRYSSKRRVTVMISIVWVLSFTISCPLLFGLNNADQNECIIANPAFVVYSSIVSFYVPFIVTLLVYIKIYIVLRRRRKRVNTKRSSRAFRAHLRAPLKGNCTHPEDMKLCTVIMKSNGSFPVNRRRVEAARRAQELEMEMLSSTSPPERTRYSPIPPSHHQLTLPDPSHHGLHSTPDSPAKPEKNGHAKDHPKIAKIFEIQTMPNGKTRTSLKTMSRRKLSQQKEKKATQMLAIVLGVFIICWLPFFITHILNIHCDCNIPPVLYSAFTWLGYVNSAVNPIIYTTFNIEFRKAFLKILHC
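Tetracycline-induced HEK293 T-REx cells with force-coupled D2 receptor, plated overnight at 30 C, loaded with no-wash calcium dye. After a 10 s baseline, compound was pin-added and calcium flux read kinetically for 180 s; calcium rises flagged agonists.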
RXFP1 antag – blocks the human relaxin receptor RXFP1. activity change, negative = inhibition, % at 57.5 µM. HEK293-RXFP1, relaxin-stimulated cAMP HTRF, 30 min; stronger effect = lower value. 0.59% of 350,000 active. AID 1259400. Q9HBX9;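 active = activity change of -60% or lower, but not beyond a set lower limit; inconclusive = change between -60% and -40%, or beyond the set limit; inactive = change above -40%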; also: % is scaled to controls: 0 for no effect and ±100 for the full control effect
D1 antagonist – human D1 dopamine receptor antagonism | AID 504652 | HEK293 TREx D1 cells, calcium flux, dopamine EC80; stronger effect = lower value | 3.2% of 360,000 active | activity change, negative = inhibition, % at 10 µM | P21728; in the data active = activity change below about -30%; also: % is scaled to controls: 0 for no effect and ±100 for the full control effect
Target sequence (P21728 whole entry, looked up): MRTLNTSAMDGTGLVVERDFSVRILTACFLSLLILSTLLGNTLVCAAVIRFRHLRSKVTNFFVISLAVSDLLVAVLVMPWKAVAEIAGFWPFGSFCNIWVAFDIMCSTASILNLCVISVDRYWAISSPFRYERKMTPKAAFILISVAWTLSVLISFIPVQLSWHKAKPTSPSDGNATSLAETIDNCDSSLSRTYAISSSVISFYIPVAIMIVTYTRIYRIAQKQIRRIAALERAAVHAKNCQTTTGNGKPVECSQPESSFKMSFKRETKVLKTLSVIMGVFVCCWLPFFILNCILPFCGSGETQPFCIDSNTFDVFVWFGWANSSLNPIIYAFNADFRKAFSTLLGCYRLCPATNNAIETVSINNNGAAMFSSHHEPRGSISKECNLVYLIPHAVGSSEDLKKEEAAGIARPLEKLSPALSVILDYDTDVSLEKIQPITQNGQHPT
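Kinetic fluorescence of a calcium dye serves as the read-out. D1-expressing Hek293 Trex cells, induced overnight at 30 C, are exposed to compound for 180 s before an EC80 dopamine addition, then read 180 s further.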
D1 agonist – human D1 receptor agonism. activation, % at 2 µM. AID 504660. P21728. 1% of 360,000 active. HEK293 T-REx D1 cells, calcium flux, agonist mode; in the data active = activation above about 30%; also: 0% is about no effect
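Inducible HEK293 T-REx D1 cells, force-coupled to calcium signalling, were plated at 4000 cells/well with tetracycline and held overnight at 30 C. After no-wash calcium dye loading, compound-evoked calcium rise over 180 s flagged agonists.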
D2 antagonist – antagonizes the human D2 dopamine receptor | HEK293 TREx D2 cells, calcium flux, dopamine EC80 | 2% of 340,000 active | inhibition, % at 10 µM | P14416; in the data active = inhibition above about 30%; also: 0% is about no effect
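Dopamine at EC80 is the agonist stimulus; test compounds precede it by 180 s. Calcium flux read kinetically in a force-coupled, inducible HEK293 T-REx D2 cell line.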
D2 potentiator – D2 dopamine receptor (human) potentiation; P14416; HEK293 T-REx D2, calcium flux, EC20 dopamine potentiation; potentiation, % at 10 µM; 0.34% of 340,000 active; AID 485347;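 active = potentiation over 3 SD above the plate norm, cut at about 30% in these data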; also: 0% is about no effect
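Cells plated with tetracycline inducer and held overnight at 30 C; calcium dye loaded 30–90 min at room temperature; baseline taken, compound added and read 180 s; EC20 dopamine then added and read 180 s.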
RXFP1 agonist – activates the human relaxin receptor RXFP1. HEK293T-RXFP1 cAMP TR-FRET, 30 min; response scale: percent of porcine relaxin response, buffer zero. AID 2676. Q9HBX9. Potency, µM (top dose mostly 57.5 µM), without a hit: at the highest dose activation, hits mostly activators. 0.3% of 370,000 active; active = well fitted activation curve with a large enough effect; inconclusive = small, poorly fitted or top-dose-only effect; also: potency is read from the fitted curve at half-maximal effect; % is scaled to controls: 0 for no effect and ±100 for the full control effect; nearly all actives have a fitted effect of over 60% in size; many of its hits are not listed in these tables
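Agonist response is measured as cAMP accumulation in an RXFP1-transfected HEK293T line under PDE4 inhibition. Values are scaled between buffer-only and 29 nM porcine relaxin, and EC50s come from standard Hill equation fits.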
D1 potentiator – enhances dopamine response at the human D1 receptor | P21728 | HEK293 TREx D1 cells, calcium flux, dopamine EC20 potentiation | potentiation, % at 10 µM | 0.036% of 360,000 active | AID 504651; in the data active = potentiation above about 30%; also: 0% is about no effect
TRHR enhancer – allosterically enhances the human TRH receptor; P34981; TRHR cells, fluo-8 calcium fluorescence, EC20 TRH enhancement; enhancement, % at 2 µM; 0.66% of 360,000 active; AID 493056; in the data active = enhancement above about 30%; also: 0% is about no effect
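TRHR-expressing cells loaded with fluo-8 calcium dye were read kinetically (ex 480/em 530) during compound addition, then stimulated with an EC20 of TRH (10 nM final). Enhancement of the Gq-mediated intracellular calcium response was scored.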
* hit, by the source's call; ? = inconclusive; . = no result given.

Fields – D2 agonist	RXFP1 antag	D1 antagonist	D1 agonist	D2 antagonist	D2 potentiator	RXFP1 agonist	D1 potentiator	TRHR enhancer
- CCOc1ccccc1NC(=O)COC(=O)c1ccc2ccccc2n1
    0.3	0	-15	3	-2	6	17%	9	20
- Cc1ccc(-c2ccc(=O)n(Cc3ccc(F)cc3Cl)n2)cc1
    0.7	-24	-1	7	12	-4	3.1%	-4	-4
- CN(C)C(CNC(=O)CCNC(=O)c1ccc(Br)cc1)c1ccco1 (stereo not given)
    1.4	4	-2	-1	-8	12	0.4%	-19	-2
- C/C(CC(=O)Nc1cccc(Cl)c1C)=N\NC(=O)Cc1csc(N)n1
    -0.7	-1	1	1	9	7	2.2%	-4	1
- CCOC(=O)C1CCCN(C2CC(=O)N(c3cccc(C)c3)C2=O)C1 (stereo not given)
    0.1	4	2	2	-4	-6	0.5%	-6	-2
- COc1cc(NC(=O)CN(C)S(=O)(=O)c2ccc3[nH]c4c(c3c2)CCCC4)cc(OC)c1OC
    -1.2	-5	-3	0	.	-8	2.0%	4	-1
- COc1ccc(N2C(=O)C(CC(=O)Nc3ccccc3)N(Cc3ccccn3)C2=S)cc1 (stereo not given)
    -0.1	-24	9	1	-8	.	0.6%	-2	1
- CCc1c(C)sc(NC(=O)c2ccoc2C)c1C(N)=O
    0.3	-5	-7	1	-5	3	-0.4%	-2	-3
- O=C(Nc1ccc(F)c(F)c1)c1oc2ccccc2c1NC(=O)C1CCCO1 (stereo not given)
    -0.1	8	-14	2	9	-1	-0.2%	-6	-2
- CCC(CC)c1nnc(NC(=O)COc2ccc3c(C)cc(=O)oc3c2)s1
    -0.7	8	19	4	-37	7	-0.5%	-4	-1
- O=S(=O)(CCc1nnc(-c2ccc(Br)cc2)o1)c1ccc(Cl)cc1
    .	1	11	0	.	.	-0.1%	-2	2
- COc1ccc(-c2cn3c(n2)sc2cc(C(=O)NCC(C)c4ccccc4)ccc23)cc1 (stereo not given)
    4.7	3	12	2	.	-2	9.6%	-3	-4
- Cc1nn(S(=O)(=O)c2ccc(F)cc2)c(C)c1S(=O)(=O)N1CCCCCC1
    .	.	-12	1	.	-7	0.4%	-1	-5
- COc1ccc(CCNC(=O)C2CCN(C(=O)c3ccc([N+](=O)[O-])cc3)CC2)cc1
    -0.3	-3	.	-2	-17	11	1.7%	0	-4
- Nc1ccccc1-c1nc2ccccc2c(=O)o1
    2.1	0	-8	-1	4	8	-1.0%	-3	2
- Cc1[nH]c(=O)[nH]c(=O)c1/C=C/C(=O)O
    0.6	-1	-6	1	3	6	2.0%	-4	4
- NCC(=O)c1cccc2ccc[n+]([O-])c12
    .	1	19	5	.	.	-1.7%	-3	2
- COc1ccc(Cl)cc1C(=O)NCC(c1ccco1)N1CCCC1 (stereo not given)
    -1.1	18	12	3	29	-17	0.8%	-7	-4
- COc1ccccc1-c1nc(SCC(=O)N(C)c2ccccc2)c2c(=O)n(C)c(=O)n(C)c2n1
    1.3	11	-8	2	-32	-3	7.0%	3	-7
- O=C(CCN1C(=O)NC2(CCCC2)C1=O)Nc1cccc(S(=O)(=O)N2CCOCC2)c1
    0.2	-1	-7	1	-12	2	0.5%	4	6
- Cc1noc(C)c1C(=O)Nc1ccc2c(c1)CCC2
    .	5	-6	2	.	20	-1.9%	-2	-14
- Cc1cc(N2CCCC2=O)cc(C)c1S(=O)(=O)NCCOc1ccc(C(C)(C)C)cc1
    -1.9	-3	-9	11	-19	11	0.0%	4	-2
- CCC(C(=O)NC1CCCC1)n1c(SCc2cccc(C)c2)nc2ccncc21 (stereo not given)
    0.4	-5	6	-2	-8	-4	0.8%	-2	-2
- Cc1sc(NC(=S)NC(=O)c2ccc(C(C)(C)C)cc2)c(C#N)c1C
    -0.7	?	16	5	7	6	1.0%	-4	-3
- O=C(NCc1ccc(F)cc1)c1cccc2c1C(=O)N(Cc1cccnc1)C2
    -0.5	-13	1	0	4	21	1.5%	-5	-6
- O=C(O)c1ccc2c(c1)C(=O)/C(=C\c1ccco1)C2=O
    1.7	7	4	6	-7	-1	-1.2%	5	2
- Cc1nc2c(ccc3c2ccc2nc(C)sc23)s1
    -0.3	1	2	1	-9	3	-1.8%	-1	-5
- CCC(CC)C(=O)OCC(=O)NC12CC3CC(CC(C3)C1)C2
    0.0	-9	14	0	-12	12	1.2%	-1	-5
- Cc1cccc(NC(=S)NCc2cccs2)c1C
    .	-2	-19	2	.	.	2.7%	-9	3
- Cc1cc(-n2nc(C)cc2C)nc(N)n1
    -0.2	1	-1	3	-5	10	0.6%	-3	-7
- Cc1nn(C2CCCCC2)c(N)c1-c1ccccc1
    0.6	-6	-6	2	1	-4	0.4%	-10	-4
- CN1CCN(C2=C(Cl)C(=O)N(c3ccc(Cl)c(Cl)c3)C2=O)CC1
    0.8	-15	-22	0	-7	-7	0.3%	3	-2
- CCn1c(SCC(=O)NCCc2ccccc2)nnc1-c1ccco1
    0.7	1	-18	2	-5	14	-0.3%	-12	13
- COc1ccc(CN=C2Nc3ccccc3CS2)cc1
    .	-10	-32*	11	.	.	3.5%	-7	-6
- COCCCNC(=O)CN1CCN(Cc2ccc(Cl)cc2)C1=O
    -1.1	.	3	0	-1	-9	0.0%	-7	-3
- Cn1c(=O)c2c(nc(NCc3ccco3)n2CCc2ccccc2)n(C)c1=O
    0.5	-28	-9	-1	5	16	1.8%	2	-2
- O=[N+]([O-])c1cc([N+](=O)[O-])c(Oc2c(Cl)cccc2Cl)cc1NN1CCCCC1
    -0.2	.	-1	1	1	3	1.1%	-6	2
- Fc1ccc(C2CCCN2Cc2nc(CC3CC3)no2)cc1 (stereo not given)
    0.6	-6	-6	3	-4	6	-1.6%	1	0
- CC1CC(C)CN(C(=O)COC(=O)c2ccc[nH]c2=O)C1 (stereo not given)
    0.3	2	-13	1	2	3	0.8%	-2	12
- COc1cccc(NC(=O)CN(C)C(=O)CC(NC(=O)c2ccccc2Cl)c2ccccc2)c1 (stereo not given)
    0.0	-13	10	3	32*	-22	-1.8%	-4	-2
- O=C(NC1CCCCC1)c1ccccc1NC(=O)C1CC1
    0.7	26	5	0	0	-8	1.9%	6	11
- COc1ccc(NC(=O)c2cc(-c3cccs3)on2)cc1
    -0.7	-8	5	3	18	-1	4.9%	-6	-5
- Cc1oc2cc3oc(=O)c(CC(=O)NCC(=O)N[C@@H](C(=O)O)c4ccccc4)c(C)c3cc2c1C
    0.1	.	4	2	0	-7	4.1%	10	12
- COc1cccc(-c2nc(N3CC(C)CC(C)C3)c3ccccc3n2)c1O (stereo not given)
    -0.2	-11	12	3	-1	0	4.9%	-5	15
- CC1(OC(=O)c2ccc(Cl)nc2)C(=O)C=C2C=C3CCCN3C=C2C1=O (stereo not given)
    -0.1	.	2	2	-17	1	0.2%	6	-2
- Cc1cc(Cl)ccc1NC(=O)C1COc2ccccc2O1 (stereo not given)
    .	5	-21	5	.	.	-0.4%	2	3
- c1csc(-c2nc3nc4ccccc4nc3n2Cc2ccc3c(c2)OCO3)c1
    0.2	2	12	-3	-4	6	-0.1%	6	-4
- COc1cccc(C2CC(c3ccccc3)Nc3nc(N)nn32)c1 (stereo not given)
    -0.3	7	-21	1	-1	1	1.2%	1	1
- CCOCC(O)CS(=O)Cc1ccccc1 (stereo not given)
    0.0	-1	-10	1	24	-9	2.3%	-1	-3
- COc1cccc(C(=O)CC(=O)C(=O)Nc2ccc([N+](=O)[O-])cc2C)c1
    -3.4	1	4	-1	-12	-2	-1.2%	16	1
- COc1cc(CNC(=O)OCC(C)C)cc(OC)c1OC
    -0.2	-6	-23	1	-9	12	0.6%	-8	2
- CCn1c(=O)cc(SCC(=O)NCCCN2CCC(C)CC2)c2ccccc21
    0.0	19	9	2	-1	-18	6.2%	0	0
- CCOC(=O)c1ccc(Nc2nc(C)cc(=O)[nH]2)cc1
    -0.3	-12	-11	1	-8	3	0.6%	-5	9
- Cn1c(=O)c2nc(NCc3ccccc3)cnc2n(C)c1=O
    5.0	5	2	12	-10	2	9.6%	0	3
- O=C(CS(=O)CC(=O)N(CC(=O)NC1CCCC1)C1CCCCC1)Nc1ccc(F)cc1 (stereo not given)
    0.7	-19	-19	-1	10	10	0.8%	0	-1

Reformatted: results already given
Cn1c(=O)c2nc(NCc3ccccc3)cnc2n(C)c1=O
  D2 agonist: 5.0 | RXFP1 antag: 5 | D1 antagonist: 2 | D1 agonist: 12 | D2 antagonist: -10 | D2 potentiator: 2 | RXFP1 agonist: 9.6% | D1 potentiator: 0 | TRHR enhancer: 3
O=C(NC1CCCCC1)c1ccccc1NC(=O)C1CC1
  D2 agonist: 0.7 | RXFP1 antag: 26 | D1 antagonist: 5 | D1 agonist: 0 | D2 antagonist: 0 | D2 potentiator: -8 | RXFP1 agonist: 1.9% | D1 potentiator: 6 | TRHR enhancer: 11
c1csc(-c2nc3nc4ccccc4nc3n2Cc2ccc3c(c2)OCO3)c1
  D2 agonist: 0.2 | RXFP1 antag: 2 | D1 antagonist: 12 | D1 agonist: -3 | D2 antagonist: -4 | D2 potentiator: 6 | RXFP1 agonist: -0.1% | D1 potentiator: 6 | TRHR enhancer: -4
O=C(CS(=O)CC(=O)N(CC(=O)NC1CCCC1)C1CCCCC1)Nc1ccc(F)cc1 (stereo not given)
  D2 agonist: 0.7 | RXFP1 antag: -19 | D1 antagonist: -19 | D1 agonist: -1 | D2 antagonist: 10 | D2 potentiator: 10 | RXFP1 agonist: 0.8% | D1 potentiator: 0 | TRHR enhancer: -1

A portion of the library (hit frequency here may not be typical).
